FID counter – fluorescent intercalator displacement, NS3 helicase counter-screen; DNA fluorescent intercalator displacement, fluorescence; inhibition, % at 7.9 µM; actives 0.17% (n = 290,000); AID 1845; in the data active = inhibition above about 37%;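 note: 0% = vehicle and 100% = reference compound; higher means more ethidium bromide displaced from hairpin DNA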
OXTR agonist – activates the human oxytocin receptor | CHO-OTR cells, Fluo-8 calcium fluorescence; normalized: DMSO 0%, oxytocin 100% | activation, % at 3 µM | actives 0.32% (n = 320,000) | P30559;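 active = activation above the mean of all tested compounds plus 3 SD, cutoff set per screening run, cut at about 20% in these data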;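 note: peak over basal fluorescence ratio from a 100 s FLIPR kinetic read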
Target sequence (P30559 whole entry, looked up): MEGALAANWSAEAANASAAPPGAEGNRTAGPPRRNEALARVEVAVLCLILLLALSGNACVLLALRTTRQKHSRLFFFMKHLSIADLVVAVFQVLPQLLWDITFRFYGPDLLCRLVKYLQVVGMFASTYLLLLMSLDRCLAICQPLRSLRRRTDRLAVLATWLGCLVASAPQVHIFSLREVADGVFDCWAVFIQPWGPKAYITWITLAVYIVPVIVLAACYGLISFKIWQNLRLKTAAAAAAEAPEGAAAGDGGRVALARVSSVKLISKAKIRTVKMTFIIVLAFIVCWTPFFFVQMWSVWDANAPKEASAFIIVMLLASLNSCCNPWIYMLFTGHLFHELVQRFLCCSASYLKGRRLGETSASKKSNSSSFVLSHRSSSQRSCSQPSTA
VIM-2 inhibitor – inhibitors of Pseudomonas aeruginosa VIM-2 metallo-beta-lactamase | inhibition, % at 5.6 µM | actives 0.89% (n = 290,000) | purified VIM-2, nitrocefin hydrolysis, epi-absorbance fluorescence;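 active = inhibition above the mean of all tested compounds plus 3 SD, cutoff set per screening run, cut at about 7.5% in these data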;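 note: red hydrolysis product quenches plate fluorescence so inhibitors raise well fluorescence; 0% = enzyme with DMSO and 100% = DMSO without enzyme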
PHOSPHO1 inh – blocks human PHOSPHO1 phosphatase activity; Q8TCT1; actives 1.1% (n = 290,000); recombinant PHOSPHO1, absorbance phosphatase assay; inhibition, % at 13.3 µM; in the data active = inhibition above about 60%
Target sequence (Q8TCT1 whole entry, looked up): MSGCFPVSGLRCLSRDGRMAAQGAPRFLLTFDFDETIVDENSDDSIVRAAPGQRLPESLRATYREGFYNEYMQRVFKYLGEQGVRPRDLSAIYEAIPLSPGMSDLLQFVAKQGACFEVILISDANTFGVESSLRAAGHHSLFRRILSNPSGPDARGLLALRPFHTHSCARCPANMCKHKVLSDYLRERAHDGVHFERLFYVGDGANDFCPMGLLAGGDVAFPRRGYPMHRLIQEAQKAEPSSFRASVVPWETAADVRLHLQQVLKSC
V1aR counter – counter-screen for oxytocin receptor agonists: human V1a receptor agonists; P37288; CHO-V1R cells, Fluo-8 calcium fluorescence, agonist mode; 0% DMSO, 100% 3 nM vasopressin; activation, % at 3 µM; actives 0.25% (n = 320,000);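 active = activation above the mean activation of all tested compounds plus 3 SD, per screening run, cut at about 20% in these data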;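 note: signal is peak over basal fluorescence ratio across a 100 second FLIPR read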
GPR7 antag – blocks human GPR7 receptor signaling. inhibition, % at 4.4 µM. GPR7-expressing cells, fluorescence antagonist assay. P48145. actives 1.1% (n = 290,000); in the data active = inhibition above about 16%, passing the limit was not always enough;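 note: cells stimulated with the agonist NPW; 0% = agonist with vehicle and 100% = vehicle without agonist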
IMP-1 inhibitor – blocks Pseudomonas aeruginosa IMP-1 metallo-beta-lactamase. purified IMP-1, nitrocefin hydrolysis, epi-absorbance fluorescence. inhibition, % at 5.6 µM. actives 0.45% (n = 290,000). AID 1556;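 active = inhibition above the mean plus 3 SD of all compounds in the same screening run, cut at about 4.5% in these data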;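 note: 0% = IMP-1 with DMSO and 100% = DMSO wells lacking enzyme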
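system = purified recombinant IMP-1 beta-lactamase | amount = 0.2 nM IMP-1, as dispensed | medium = HEPES buffer pH 7.1 with ZnSO4 and Brij 35 | times = 25 °C, 15 min preincubation, 25 min reaction | detection = plate fluorescence quenching by hydrolysis product, ex 480/em 530 nm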
GalR3 antagonist – human GalR3 antagonism; O60755; HEK293 GalR3-CNG cAMP membrane potential fluorescence; galR3 body fused to GalR1 C-terminus; inhibition, % at 3 µM; actives 0.44% (n = 360,000);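 active = inhibition above the screen-wide average plus 3 SD, cut at about 13% in these data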;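 note: forskolin and galanin both at EC90 stimulate the cells; cAMP rise reported by CNG channel membrane potential dye signal; 0% = forskolin plus galanin with DMSO and 100% = forskolin alone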
Target sequence (O60755 1-299 limits assumed): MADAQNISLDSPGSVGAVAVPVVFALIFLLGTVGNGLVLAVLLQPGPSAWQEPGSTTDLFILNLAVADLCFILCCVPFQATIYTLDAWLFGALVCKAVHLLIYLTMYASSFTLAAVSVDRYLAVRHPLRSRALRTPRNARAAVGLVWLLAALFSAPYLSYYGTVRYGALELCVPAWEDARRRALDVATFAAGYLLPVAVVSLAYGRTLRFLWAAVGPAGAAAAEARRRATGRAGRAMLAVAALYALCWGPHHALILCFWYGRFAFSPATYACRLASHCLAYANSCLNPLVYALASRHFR
NS3 helicase inh – inhibitors of Hepatitis C virus NS3 helicase | AID 1800 | inhibition, % at 10.9 µM | actives 0.56% (n = 290,000) | NS3 helicase DNA unwinding, Cy5 molecular beacon fluorescence;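 active = inhibition above the mean of all tested compounds plus 3 SD, set per campaign, cut at about 35% in these data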;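 note: 0% = DMSO wells and 100% = thioflavine S control wells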
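Compound dosing – single dose, 10.9 µM nominal final, DMSO 0.8% final · System – NS3 helicase fragment of HCV · Buffer or medium – MOPS pH 6.5, MgCl2, DTT, Tween20, BSA · Signal – Cy5 beacon fluorescence read at start and 1 h · Also added – annealed dual-labelled DNA beacon duplex, ATP-started · Schedule – 1 h at 25 °C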
* = called active by the depositor; . = no result given.

No. | mol | FID counter | OXTR agonist | VIM-2 inhibitor | PHOSPHO1 inh | V1aR counter
1 | CSCCC(NC(=O)c1ccccc1Cl)C(=O)N(C)Cc1cccs1 (stereo unspecified) | -20 | -0.9 | -0.5 | 19 | 3.0
2 | CCOC(=O)C/C(C)=N/NC(=O)C1CC1(c1ccccc1)c1ccccc1 (stereo unspecified) | -10 | 0.0 | -0.6 | -11 | 1.1
3 | CNC(=S)Nc1ccc(OCc2ccccc2)cc1 | -4 | 1.3 | -1.8 | 1 | 1.3
4 | Cc1cc(C)c(NC(=S)N(CCc2ccncc2)C(C)C)c(C)c1 | -1 | 6.7 | -4.3 | 14 | 0.6
5 | COc1ccc(NC(=S)N2CCCN(Cc3cccc(Cl)c3)C2)cc1 | 3 | 4.6 | -3.5 | -10 | 0.5
6 | COc1ccc(OC)c(CNC(=O)C2CCN(S(=O)(=O)N3CCCCC3)CC2)c1 | -40 | 1.9 | -1.2 | 44 | 3.8
7 | CCC(c1nnnn1CCc1ccccc1)N1CCN(C(=O)c2ccco2)CC1 (stereo unspecified) | -19 | 0.0 | 1.0 | 18 | 0.1
8 | O=C(c1ccc(NC(=S)Nc2ccc(Cl)c(Cl)c2)cc1)N1CCCC1 | 1 | 0.6 | -2.0 | 18 | 5.1
9 | CS(=O)(=O)N1CCN(C(=O)c2ccc(-c3ccccc3)cc2)CC1 | -20 | 2.0 | -2.9 | 7 | 2.1
10 | Cc1ccc(NC(=S)NCC2CCCO2)cc1 (stereo unspecified) | -2 | -0.5 | -3.3 | 38 | -1.2
11 | CCONC(=O)Nc1ccccc1[N+](=O)[O-] | 0 | -0.8 | 1.2 | -4 | -0.1
12 | Cc1[nH]n(-c2ccc([N+](=O)[O-])cc2)c(=O)c1C=NCCc1c[nH]c2ccccc12 | 1 | 0.1 | -1.6 | 6 | 0.9
13 | O=C(CN1CCCCC1)c1c[nH]c2ccccc12 | 7 | 0.6 | 1.4 | 10 | 0.2
14 | NS(=O)(=O)c1ccc(CCNc2nc3c(-c4cccc(F)c4)nnn3c3ccccc23)cc1 | -2 | -0.4 | 1.1 | 11 | 0.7
15 | CSc1nc(-c2ccco2)nn1S(=O)(=O)c1ccccc1 | -1 | 1.1 | 1.2 | -3 | -0.4

No. | GPR7 antag | IMP-1 inhibitor | GalR3 antagonist | NS3 helicase inh
1 | -2 | -1.3 | 1 | 12
2 | -8 | -3.0 | -1 | -9
3 | -17 | -2.1 | -8 | 2
4 | -2 | -0.7 | 4 | -6
5 | -9 | -1.8 | -2 | -17
6 | -12 | -0.6 | -8 | 23
7 | 21* | -0.5 | -4 | 9
8 | -5 | -1.5 | 2 | 10
9 | 1 | -6.1 | -3 | 4
10 | -7 | -4.9 | 3 | -5
11 | 1 | 0.1 | -5 | -2
12 | -6 | -1.6 | -1 | 8
13 | 0 | 1.7 | -3 | 2
14 | -5 | -2.7 | 4 | 6
15 | -2 | 2.7 | . | 31

Profiles from above. Screens in order: FID counter	OXTR agonist	VIM-2 inhibitor	PHOSPHO1 inh	V1aR counter	GPR7 antag	IMP-1 inhibitor	GalR3 antagonist	NS3 helicase inh
CCONC(=O)Nc1ccccc1[N+](=O)[O-] reads 0	-0.8	1.2	-4	-0.1	1	0.1	-5	-2
CNC(=S)Nc1ccc(OCc2ccccc2)cc1 reads -4	1.3	-1.8	1	1.3	-17	-2.1	-8	2

Next results follow.
No. | mol | FID counter | OXTR agonist | VIM-2 inhibitor | PHOSPHO1 inh | V1aR counter
16 | NC(=O)C12CCCC(Br)(CCC1)C2 | 3 | 2.1 | -0.7 | 32 | 1.2
17 | CNC(=O)Nc1cc(C(C)(C)C)no1 | -2 | -0.2 | -1.5 | 35 | 0.1
18 | Cc1ccc(C(=O)NCCCn2ccnc2)cc1[N+](=O)[O-] | 8 | -0.1 | -2.6 | 45 | -1.2
19 | CCC(C)c1ccc(S(=O)(=O)N2CCN(C(=O)COc3ccc4c(C)cc(=O)oc4c3)CC2)cc1 (stereo unspecified) | -7 | -1.4 | -0.5 | 38 | -0.2
20 | Cc1ccc(C(=O)OCC(=O)Nc2cc(S(=O)(=O)N3CCOCC3)ccc2C)cc1 | -24 | 0.5 | -3.7 | -4 | 2.1
21 | COc1ccc(C(=O)/C=C/c2ccc(OC)c(O)c2)c(F)c1 | 1 | 2.4 | -2.1 | -4 | 1.6
22 | CCOC(=O)CNC(=O)N1CCc2ccc(NC(=O)c3ccccc3OC)cc2C1 | -28 | -0.9 | -2.5 | 26 | -0.2
23 | CC1CN(C(=O)c2cccc(S(=O)(=O)Nc3cc(Cl)ccc3Cl)c2)CC(C)O1 (stereo unspecified) | -36 | 0.9 | -2.0 | 40 | 1.5
24 | CC/C(O)=C1\C(=O)CC(c2ccccc2)CC1=NC(C)C (stereo unspecified) | -22 | -2.3 | 0.9 | -6 | -1.3
25 | O=C1NC(c2ccc(Cl)cc2Cl)Oc2ccccc21 (stereo unspecified) | -13 | 0.5 | -0.6 | 49 | -0.1
26 | CC(C)OC(=O)Cn1nnc(-c2ccccc2)n1 | -13 | -1.1 | -4.1 | -3 | 0.3
27 | CCN(C(=O)c1ccc(Br)cc1)c1ccccc1 | -10 | -1.5 | -1.9 | 3 | -1.2
28 | c1csc(-c2csc(-c3cccs3)n2)c1 | -3 | -2.0 | -4.1 | 17 | -0.6
29 | Cc1ccc(C)c(N(CC(=O)NC(C)(C)C)C(=O)CNC(=O)c2cccs2)c1 | -4 | -0.1 | 0.1 | 37 | 1.3
30 | CC(OC(=O)c1nc(-c2ccccc2)n(-c2ccccc2)n1)C(=O)Nc1cc(Cl)cc(Cl)c1 (stereo unspecified) | -10 | -0.5 | 0.0 | -6 | 1.9

No. | GPR7 antag | IMP-1 inhibitor | GalR3 antagonist | NS3 helicase inh
16 | -6 | -0.8 | -5 | -1
17 | -7 | -1.7 | -3 | 10
18 | 2 | -2.6 | -1 | 7
19 | 10 | 0.8 | -4 | -1
20 | -7 | -1.1 | -5 | 3
21 | -3 | -4.6 | -9 | 1
22 | -4 | -3.6 | 3 | -1
23 | -4 | -3.3 | -8 | -12
24 | -8 | 0.3 | -4 | 2
25 | -5 | 0.5 | -11 | -7
26 | 11 | -1.3 | -2 | 18
27 | -3 | -1.4 | 0 | -3
28 | 4 | -5.9 | -4 | 10
29 | -3 | -3.2 | -3 | -3
30 | -7 | -0.1 | -4 | -8

Only GalR3 antagonist, for some of the entries so far:
entry | structure | GalR3 antagonist
20 | Cc1ccc(C(=O)OCC(=O)Nc2cc(S(=O)(=O)N3CCOCC3)ccc2C)cc1 | -5
21 | COc1ccc(C(=O)/C=C/c2ccc(OC)c(O)c2)c(F)c1 | -9

(listing goes on)
No. | mol | FID counter | OXTR agonist | VIM-2 inhibitor | PHOSPHO1 inh | V1aR counter
31 | CCC(C)NC(=O)Cn1cnc2sc(C)cc2c1=O (stereo unspecified) | 0 | -0.3 | -2.5 | 48 | 0.3
32 | COc1ccc(C(=O)NC2CCCc3ccccc32)cc1Br (stereo unspecified) | -24 | -1.9 | -3.8 | 35 | -1.0
33 | Cc1ccc2oc(C(=O)N(Cc3ccc(N(C)C)cc3)C3CCS(=O)(=O)C3)c(C)c2c1 (stereo unspecified) | -36 | 1.3 | -1.6 | 33 | -1.1
34 | O=C(CC1C(=O)NCCN1CC1CCCCC1)NC1(c2ccccc2)CC1 (stereo unspecified) | -19 | -1.0 | -3.0 | 41 | 3.3
35 | COc1ccc(OC)c(C(=O)COC(=O)CNC(=O)c2ccccc2)c1 | -12 | -1.3 | -1.5 | 4 | -0.4
36 | CCc1c(C)[nH]n(-c2nc(-c3ccccc3)cs2)c1=O | -8 | -0.7 | -0.6 | -13 | 0.2
37 | COc1ccc(NC(=O)c2ccco2)cc1NC(=O)c1ccc(Br)o1 | -15 | -0.9 | -1.8 | 4 | -0.7
38 | NC(=O)C1CCCN(S(=O)(=O)c2ccccc2)C1 (stereo unspecified) | -3 | 0.3 | -1.7 | 28 | 0.9
39 | Cc1noc(C)c1C(=O)Nc1cccc2ncccc12 | -2 | 1.0 | -3.4 | 32 | 0.5
40 | COc1ccc(CN(C)c2nc(-c3cccnc3)nc3ccccc23)cc1OC | -10 | -1.1 | 0.8 | 20 | 0.7
41 | CC(C)CC(=O)N1CCC(O)(CS(=O)(=O)Cc2ccc(Cl)cc2)CC1 | -21 | 1.2 | 0.0 | 33 | 1.3
42 | Cc1ccc(NC(=O)CN(C)CC(=O)Nc2ccccc2Oc2ccccc2)cc1 | -16 | -1.6 | -3.2 | 24 | -1.1
43 | COc1cccc(-c2cc(=O)c3cc(NC(=O)c4ccc(N(C)C)cc4)ccc3[nH]2)c1 | -17 | -0.2 | -2.0 | -6 | 0.7
44 | CCCSc1nnc(NC(=O)Nc2ccccc2)s1 | -5 | 1.8 | -1.1 | -3 | 5.2
45 | O=C(NC1C(=O)NNC1c1ccc(Cl)cc1)c1ccc(F)cc1 (stereo unspecified) | 3 | 0.5 | -2.7 | 29 | 0.2

No. | GPR7 antag | IMP-1 inhibitor | GalR3 antagonist | NS3 helicase inh
31 | -9 | -1.5 | -1 | 0
32 | -6 | -3.1 | -11 | -9
33 | -10 | -1.6 | -4 | -21
34 | -13 | -3.8 | -2 | 8
35 | -3 | -3.0 | 0 | -10
36 | 18 | -0.3 | -4 | 8
37 | -10 | -1.9 | -6 | -9
38 | -2 | -0.3 | -1 | 0
39 | -4 | -0.1 | -8 | -3
40 | -11 | -1.4 | . | -1
41 | 12 | 0.8 | -6 | 6
42 | 3 | -1.6 | -4 | 5
43 | 5 | -3.1 | . | 9
44 | -5 | -2.0 | 4 | -5
45 | -6 | -1.8 | -5 | 3

The list continues:
No. | mol | FID counter | OXTR agonist | VIM-2 inhibitor | PHOSPHO1 inh | V1aR counter
46 | CC(=O)Nc1ccc(NC(=O)c2ccccc2N(C)S(=O)(=O)c2ccccc2)cc1 | -15 | 0.3 | -1.4 | 8 | 1.3
47 | CC(=O)NC(=S)NNC(=O)c1ccc(Br)cc1 | 0 | -1.8 | -3.0 | 44 | 0.2
48 | O=C(O)CC(NS(=O)(=O)c1c(F)cc(F)cc1Br)c1ccccc1Cl (stereo unspecified) | -14 | 0.3 | -2.5 | 32 | 0.5
49 | CN(C)c1ccc(C(=O)Nc2ccc(O)c3c(=O)cc(-c4ccccc4Cl)oc23)cc1 | . | -1.1 | . | 40 | -0.1
50 | OCCC1CN(Cc2ccc(-n3cccn3)cc2)CCN1Cc1ccccc1 (stereo unspecified) | 12 | 1.2 | 1.6 | -3 | 0.9
51 | CCOC(=O)Cn1c(=O)c2c(nc3n2CCCN3CCc2ccccc2)n(C)c1=O | -35 | 0.8 | -0.6 | 39 | 0.7
52 | CCC(C)(C)n1nnnc1C(c1cc2cc(OC)c(OC)cc2[nH]c1=O)N1CCc2ccccc21 (stereo unspecified) | -32 | -1.0 | -3.0 | 18 | 0.1

No. | GPR7 antag | IMP-1 inhibitor | GalR3 antagonist | NS3 helicase inh
46 | -2 | -1.6 | -6 | -10
47 | -7 | -1.4 | -4 | 1
48 | -6 | -1.9 | -2 | 10
49 | . | . | -5 | .
50 | -5 | 0.3 | 0 | 14
51 | -10 | -1.7 | -12 | 10
52 | -7 | -2.3 | -5 | -18

Bioassay records: PubChem, several laboratories
